# Bioassay records as filed in PubChem.
# TcdB GH inh – TcdB glycohydrolase inhibitors, primary screen, biochemical, single point, plate reader | Toxin B (Clostridioides difficile), P18177 | TcdB glycohydrolase enzymatic assay | inhibition, % at 9.99 µM | actives 0.24% (n = 350,000) | AID 652162, 2013; in the data active = inhibition above about 10%
# PriA SSB inh – inhibitors of Klebsiella pneumoniae PriA binding to SSB C-terminal tail, primary screen, biochemical, AlphaScreen; PriA–SSB C-terminal tail interaction (Klebsiella pneumoniae); AlphaScreen SSBct-PriA binding, biotinylated peptide; inhibition, % at 33 µM; actives 0.6% (n = 430,000); in the data active = inhibition mostly above about 37%, no sharp cut-off; inactive = mostly below about 20%;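 note: plate controls were negative control peptide for no effect and reference peptide for full effect; strong numbers were not always called active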
# CCHFV vOTU inh – CCHFV vOTU protease inhibitors, primary screen, biochemical, Pep-AMC substrate, fluorescence; Crimean-Congo hemorrhagic fever virus L polyprotein viral ovarian tumor (vOTU) protease …; inhibition, % at 11.5 µM; actives 0.55% (n = 370,000); in the data active = inhibition above about 30%; note: 0% = vehicle wells with enzyme and 100% = no enzyme wells
# PfHsp40 yeast – rescue of yeast from PfHsp40 toxicity, primary screen, S. cerevisiae, ATP luminescence | growth rescue, % at 12.5 µM | AID 504582, 2011 | S. cerevisiae expressing PfHsp40, growth rescue | actives 0.68% (n = 340,000); in the data active = growth rescue above about 28%, passing the limit was not always enough; inconclusive = no clear call, values can overlap the other calls;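 note: yeast W303a lacking pdr1 and pdr3 grown in galactose medium; growth measured after three days at 30 °C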
# DUSP3 inh – VHR1 phosphatase inhibitors, primary screen, biochemical, absorbance, uHTS | Dual specificity protein phosphatase 3 (Homo sapiens), P51452 | recombinant VHR phosphatase, pNPP absorbance | inhibition, % at 13.3 µM | actives 0.52% (n = 290,000) | AID 1654, 2009; in the data active = inhibition above about 50%; note: some compounds called inactive have numbers as strong as hits
# Target sequence (P51452 whole entry, looked up): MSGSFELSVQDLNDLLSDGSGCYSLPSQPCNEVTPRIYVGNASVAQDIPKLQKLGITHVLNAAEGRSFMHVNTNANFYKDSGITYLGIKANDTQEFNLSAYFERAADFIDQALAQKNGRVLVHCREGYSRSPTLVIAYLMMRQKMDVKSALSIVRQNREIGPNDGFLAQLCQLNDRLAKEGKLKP
# Yp Topo-I inh – Yersinia pestis topoisomerase I inhibitors, primary screen, biochemical, cleavage product accumulation, plate reader, single point | DNA topoisomerase I (Yersinia pestis CO92) | Y. pestis Topo-I cleavage product accumulation | activity, % at 10 µM | actives 0.064% (n = 360,000) | AID 504884, 2011; in the data active = activity above about 50%, passing the limit was not always enough; inconclusive = no clear call, values can overlap the other calls; note: inactives centre near 2
# Anthrax LF inh2 – Bacillus anthracis LF protease inhibitors, primary screen, biochemical, multiplex microsphere, MLPCN library. Lethal factor (Bacillus anthracis), P15917. multiplex microsphere protease cleavage assay. inhibition, % at 10 µM. actives 0.12% (n = 360,000). AID 588501, 2011; note: plate controls were buffer without enzyme for full effect and enzyme alone for no effect
# Target sequence (P15917 whole entry, looked up): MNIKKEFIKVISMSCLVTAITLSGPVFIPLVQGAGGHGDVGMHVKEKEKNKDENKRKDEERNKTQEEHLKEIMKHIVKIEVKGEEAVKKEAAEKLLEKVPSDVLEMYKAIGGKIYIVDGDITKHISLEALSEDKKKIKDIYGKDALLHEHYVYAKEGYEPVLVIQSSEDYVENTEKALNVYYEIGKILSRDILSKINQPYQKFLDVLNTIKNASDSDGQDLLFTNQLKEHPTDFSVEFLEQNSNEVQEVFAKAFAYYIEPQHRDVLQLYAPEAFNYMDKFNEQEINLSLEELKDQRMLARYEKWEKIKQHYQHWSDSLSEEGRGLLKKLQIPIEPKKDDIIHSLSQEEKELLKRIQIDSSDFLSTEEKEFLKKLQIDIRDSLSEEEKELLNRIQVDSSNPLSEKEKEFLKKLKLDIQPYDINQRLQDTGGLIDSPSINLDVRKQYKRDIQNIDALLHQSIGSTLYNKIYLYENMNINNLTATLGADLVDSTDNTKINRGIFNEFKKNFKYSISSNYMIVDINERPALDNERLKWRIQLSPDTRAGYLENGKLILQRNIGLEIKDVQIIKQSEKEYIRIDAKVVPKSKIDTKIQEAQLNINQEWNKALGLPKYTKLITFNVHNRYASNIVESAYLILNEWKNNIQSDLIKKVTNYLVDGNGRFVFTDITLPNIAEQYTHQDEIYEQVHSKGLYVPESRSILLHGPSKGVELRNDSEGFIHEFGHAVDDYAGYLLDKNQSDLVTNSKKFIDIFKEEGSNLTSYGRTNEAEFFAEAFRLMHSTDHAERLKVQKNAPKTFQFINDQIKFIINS
# SARS 3CLpro inh – SARS-CoV 3CLpro protease inhibitors, primary screen, biochemical, quenched FRET; recombinant SARS-CoV 3CLpro, quenched FRET peptide cleavage; inhibition, % at 6 µM; actives 0.14% (n = 290,000); in the data active = inhibition above about 12%
# BoNT-A LC inh2 – BoNT/A light chain protease inhibitors, primary screen, biochemical, flow cytometry, MLPCN library | multiplex microsphere protease substrate cleavage | inhibition, % at 10 µM | actives 0.17% (n = 360,000); note: plate controls were buffer without enzyme for full effect and enzyme alone for no effect
# Vc quorum ag – inducers of Vibrio cholerae quorum light production without autoinducers, primary screen, BH1578 luxS cqsA deficient, single point; V. cholerae BH1578 lux reporter, luminescence, 6 h; activation, % at 18.7 µM; actives 0.16% (n = 350,000); AID 588436, 2011; in the data active = activation mostly above about 9.7%, no sharp cut-off; inconclusive = no clear call, values can overlap the other calls; inactive = mostly below about 3.7%; note: not every result past the cut was called active; inactives centre near 0; reference of the scale not given here
# Active calls of the source: *; i = inactive; ? = inconclusive; / = no result given. Cut-off read from the data, not from the text of the source, unless noted: active = inhibition above about 30%; inconclusive = no clear call, values can overlap the other calls; inactive = below that. These rows are one share of the data (hit frequency here may not be typical).
SMILES	Vc quorum ag	Yp Topo-I inh	CCHFV vOTU inh	TcdB GH inh	BoNT-A LC inh2	PfHsp40 yeast	Anthrax LF inh2	DUSP3 inh	SARS 3CLpro inh	PriA SSB inh
CC1(C)CC(C(CC(=O)N2CCCC2)Cc2ccccc2)CCO1 (stereo unspecified)	i	1	-8	-0.3	0.1	0.4	-3	0	1	-10
Cc1ccc(CN2CCN(Cc3cc(=O)c4ccccc4[nH]3)CC2CCO)o1 (stereo unspecified)	i	7	5	0.7	0.4	-1.2	0	-1	2	-5
CCCC(C(=O)NC1=NCCS1)c1ccccc1 (stereo unspecified)	-1.3	-1	-7	0.1	-0.9	-1.0	2	22	2	-4
COc1ccc(CCNC(=O)c2ccc3c(c2)NC(=O)CS3)cc1OC	-0.9	6	-13	-0.5	-1.3	-0.5	3	6	-1	7
CCN(CC)C(=O)[C@H]1CC(CC(=O)NC(C)(C)C)C(=O)N2CCc3c([nH]c4ccccc34)[C@]12C (stereo partly specified)	-1.4	16	1	1.3	-0.5	0.4	-6	/	/	-6
COc1ccc(NC(=O)CSc2nc3ncccc3[nH]2)cc1OC	/	-7	11	/	-0.7	-0.7	-7	15	-4	-18
COc1ccc2c(c1)OC1(C)CC2C(C(=O)c2ccccc2OC)C(=O)N1 (stereo unspecified)	-0.2	7	-4	0.4	0.2	-0.6	0	0	-1	-6
CSc1oc(-c2ccco2)nc1S(=O)(=O)c1ccc(F)cc1	-0.3	-5	-2	0.4	0.5	0.0	-3	-12	-1	-11
Cc1nc2[nH]c(=S)n(C)c(=O)c2nc1C	-0.2	3	4	2.0	-0.3	0.5	2	-14	-4	-13
COc1ccc(S(=O)Cc2ccc(C(=O)NCc3cccc(OC)c3)o2)cc1 (stereo unspecified)	-1.8	3	10	0.7	0.8	0.1	2	2	-4	8
S=C(NCc1ccccc1)NCc1ccccn1	-0.9	-1	-12	1.0	0.2	-1.5	-2	12	-3	-2
Cc1cc(-n2c(SCc3ccccc3F)nc3n[nH]c(C)c3c2=N)ccc1Cl	-0.2	0	4	1.3	0.9	-0.3	6	3	0	-2
CCOC(=O)Cc1nnc(Nc2ccc(C)cc2)c2ccccc12	-5.0	-3	24	/	0.9	0.4	0	13	1	-19
COc1ccc(/C=C2\SC(=S)N(C(C)C(=O)NC3C=CS(=O)(=O)C3)C2=O)cc1 (stereo unspecified)	i	22	13	0.6	1.5	1.3	1	-22	0	-4
O=C(Cc1ccc(F)cc1)N1CCN=C1SCc1ccc([N+](=O)[O-])cc1	-0.2	1	4	1.5	0.6	3.1	0	16	1	-8
CC(C)c1ccc(/C=C2\NC(=S)N(Cc3cccnc3)C2=O)cc1	i	2	1	0.6	1.1	-1.5	-1	22	1	8
Nc1nonc1-n1nnc(C(=O)N/N=C/c2cc(Br)ccc2O)c1CSC1=NCCS1	-0.3	-12	13	/	0.6	-2.0	4	16	0	/
CN1CN(C)C(c2ccncc2)=C1c1ccncc1	-0.5	8	8	0.5	-1.6	-1.1	-6	38	-6	-7
O=C(COC(=O)CCC1CCCC1)Nc1cc(S(=O)(=O)N2CCOCC2)ccc1Cl	i	23	-2	1.7	3.3	0.4	-4	/	/	-13
COc1ccc(N2CCN(C(=O)CCS(=O)(=O)c3ccc4c(c3)NC(=O)C(C)S4)CC2)cc1 (stereo unspecified)	-0.9	1	-7	-0.1	-1.7	-0.1	5	7	-1	-19
COC(=O)c1nc(NC(=O)c2ccccc2Cl)n[nH]1	1.4	4	1	/	1.5	-0.4	-1	19	-4	0
COc1cccc(/C=N/NC(=O)CNC(=O)COc2cccc(C)c2)c1O	i	7	12	1.3	0.1	0.2	-6	17	3	/
Cn1c(SCC(=O)Nc2ccc(NC(=O)c3ccccc3)cc2)nnc1-c1ccncc1	-0.3	-7	2	-1.4	0.6	0.8	0	52*	-1	-6
CN(C)c1nc(-c2ccccc2)cc(C(F)(F)F)c1C#N	-1.0	9	0	/	4.6	21	8	26	4	-51
C[C@H](CO)N1C[C@H](C)[C@@H](CN(C)S(=O)(=O)c2cccs2)Oc2ccc(NC(=O)Nc3ccccc3)cc2C1=O	-0.2	27	0	-0.6	-0.3	0.8	-7	/	/	-2
COc1ccc(CCNCc2c(-c3ccccc3)n(C)c3ccccc23)cc1	-0.6	26	3	1.2	1.4	-0.5	-12	/	-6	21
COCCCNC(c1ccccc1)c1ccncc1 (stereo unspecified)	-15	11	6	/	1.0	-0.5	-1	22	0	0
O=C(CSc1nnc(CNc2ccc(Cl)cc2)n1Cc1ccccc1)NCc1ccco1	i	1	-24	/	-2.0	1.5	-3	18	5	14
COc1cc(OC)cc(-c2c(-c3cccs3)c3cc(-c4ccc5cc[nH]c5c4)ccc3n2C)c1	i	-26	-3	-1.2	-0.1	-2.2	-6	/	/	1
Cc1cc(Oc2nc3ccccn3c(=O)c2/C=C(\C#N)C(=O)NC2CCS(=O)(=O)C2)ccc1Cl (stereo unspecified)	-0.4	19	-14	2.5	-0.1	-0.5	-5	0	7	13
CCCCOc1ccc(Cl)cc1CSc1nncn1N	-0.2	11	-3	/	-2.6	0.0	-2	-6	1	6
CC1CCCN(C(=O)COc2ccc3c(c2)OCO3)C1 (stereo unspecified)	i	11	3	2.0	1.3	-0.1	-1	18	1	-4
CC(C)(C)NC(=O)C(c1ccc(O)cc1)N(C(=O)CCC(=O)Nc1nccs1)c1ccc(F)cc1 (stereo unspecified)	-1.5	14	6	0.9	0.4	0.5	-2	30	1	-5
N#CC1(NC(=O)COc2ccc3oc4ccccc4c3c2)CCCCC1	-0.4	20	-12	0.5	0.3	0.9	1	19	2	-6
CCC(C)(C)c1ccc(OC(=O)c2cccnc2Cl)cc1	i	41	10	-0.1	2.3	-0.2	-2	-12	4	-53
CC1(C)CC(NC(=O)COc2ccc([N+](=O)[O-])cc2)CC(C)(C)N1	0.4	3	10	-0.9	-1.3	-1.2	0	20	-2	6
Nc1ccc(CCN2CCN(c3cccc(C(F)(F)F)c3)CC2)cc1	-0.5	4	7	1.0	-0.5	-1.4	-6	/	/	15
CCCCCN=C(C)c1c(O)c2ccccc2oc1=O	-0.5	-3	9	/	-0.1	0.9	1	-24	4	-4
Cc1cc(NS(=O)(=O)c2ccc(NS(=O)(=O)c3ccc(Br)cc3)cc2)no1	-0.3	1	-5	1.5	-0.6	0.5	-3	19	3	-3
CC1CCN(CCCNC(=O)CN2C(=O)CSc3ccc(S(=O)(=O)N4CCC(C)CC4)cc32)CC1	-2.6	6	8	4.6	-1.4	0.0	-3	18	1	0
Cc1cccc(NC(=O)c2cccc(S(=O)(=O)N3CCc4ccccc4C3)c2)n1	i	-13	3	0.5	-1.4	-0.1	-2	/	/	0
Cc1cc(C(=O)CN2C(=O)c3ccccc3C2=O)c(C)n1C1CC1	-1.9	3	2	0.0	1.6	-0.2	6	22	-4	-12
CC(Oc1ccc2c(-c3ccccc3)cc(=O)oc2c1)C(=O)NC(Cc1c[nH]c2ccc(O)cc12)C(=O)O (stereo unspecified)	-0.5	3	8	-0.1	-0.4	-0.9	-9	4	-2	/
NC(=O)C(c1ccc(F)cc1)c1ccc(C(=O)c2ccccc2)cc1 (stereo unspecified)	i	9	9	-0.8	-0.2	0.6	3	87	2	-11
N/C(=N\OC(=O)/C=C/c1ccccc1)c1cccnc1	/	-5	26	-0.1	-0.2	1.0	0	1	2	/
Cc1nn(Cc2ccccc2Cl)c(Cl)c1C(=O)OC(C(=O)NC(N)=O)C(C)C (stereo unspecified)	i	6	3	/	-0.1	0.9	1	-1	2	-6
CC(C)(C)c1nc(N)nc(=O)[nH]1	-0.9	6	-7	1.0	-0.9	-0.4	-4	22	-1	2
CC(C)CNC(=O)CCc1nc(-c2ccccc2)no1	-0.1	-7	-14	1.2	-0.1	0.0	1	20	0	1
CCOc1ccc(/C=N/NC(=O)NC23CC4CC(CC(C4)C2)C3)cc1O	-0.7	11	3	0.2	0.6	-0.1	-2	19	7	/
CCc1cc2cccc(C)c2nc1SCC(=O)NC1CCCC1	i	3	-17	-0.3	-0.6	0.0	4	29	7	-12

# One compound at a time, as listed above. Screens in order: Vc quorum ag, Yp Topo-I inh, CCHFV vOTU inh, TcdB GH inh, BoNT-A LC inh2, PfHsp40 yeast, Anthrax LF inh2, DUSP3 inh, SARS 3CLpro inh, PriA SSB inh
# CCOc1ccc(/C=N/NC(=O)NC23CC4CC(CC(C4)C2)C3)cc1O across the screens: -0.7, 11, 3, 0.2, 0.6, -0.1, -2, 19, 7, /
# N/C(=N\OC(=O)/C=C/c1ccccc1)c1cccnc1 across the screens: /, -5, 26, -0.1, -0.2, 1.0, 0, 1, 2, /
# CC(Oc1ccc2c(-c3ccccc3)cc(=O)oc2c1)C(=O)NC(Cc1c[nH]c2ccc(O)cc12)C(=O)O (stereo unspecified) across the screens: -0.5, 3, 8, -0.1, -0.4, -0.9, -9, 4, -2, /
# CC(C)(C)c1nc(N)nc(=O)[nH]1 across the screens: -0.9, 6, -7, 1.0, -0.9, -0.4, -4, 22, -1, 2

# Other compounds.
SMILES	Vc quorum ag	Yp Topo-I inh	CCHFV vOTU inh	TcdB GH inh	BoNT-A LC inh2	PfHsp40 yeast	Anthrax LF inh2	DUSP3 inh	SARS 3CLpro inh	PriA SSB inh
CCOC(=O)c1ncn2c1C(=O)OC2(C)C	-1.2	1	-4	1.0	?	1.5	1	-19	2	5
Cc1nc2c(-c3ccc(F)cc3)c(C)nn2c(C)c1CCC(=O)N1CCOCC1	/	19	-5	1.4	-0.3	-1.8	2	17	-3	-5
CSc1ccccc1NC(=O)CSCc1ccc(Br)cc1	-1.8	4	0	/	-1.0	4.9	-3	15	-1	-16
CC(=O)Nc1ccc(SCC(=O)OCC(=O)NC(=O)NCCC(C)C)cc1	0.5	11	-6	1.1	0.6	-1.0	2	12	0	1
Cc1[nH][nH]c(=O)c1C(c1c(C)[nH][nH]c1=O)c1cn(Cc2cccc3ccccc23)c2ccccc12	i	17	48*	/	0.2	-0.2	-4	21	5	11
Cc1cccc(-n2c(-c3csc4ccccc34)n[nH]c2=S)c1	-0.3	23	6	0.8	-0.7	3.0	0	5	-1	-1
O=C(O)c1ccccc1C=NN1CCCCCC1	3.3	-1	14	0.7	-0.7	-1.4	-4	/	/	-1
CCOc1ccc(N(CC(=O)NN=C2CCN(C)CC2)S(C)(=O)=O)cc1	0.0	5	-8	/	-0.9	-0.7	1	10	4	7
O=C1NC(NS(=O)(=O)c2ccccc2)(C(F)(F)F)C(=O)N1c1ccc(F)cc1 (stereo unspecified)	-0.3	-2	-4	/	-0.4	-1.7	-2	-2	4	2
CN(Cc1ccc(Cl)cc1)C(=O)c1ccc2ccccc2n1	-2.2	21	16	0.5	-2.8	1.1	-3	13	-3	-4
COc1ccc(NC(=O)COc2ccc(C)c(C)c2)cc1S(=O)(=O)N1CCCCC1	i	23	15	1.4	/	1.1	/	/	/	1
CCCCOc1ccc(/C=N/NC(=O)c2csc(C)c2C)cc1	i	-14	-9	-1.1	-0.5	0.9	-3	38	1	/
